GLA spleen mod = alpha-galactosidase A (human) modulation | P06280 | human spleen homogenate, 4MU-alpha-Gal fluorescence, 40 min | Potency, µM (series often up to 80 µM), inactives show at the highest dose activity change, negative = inhibition, usual class: inhibitors | hit rate 0.008% among 240,000;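 also: 0% = enzyme with vehicle and -100% = no enzyme basal signal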
Target sequence (P06280 32-429 limits assumed): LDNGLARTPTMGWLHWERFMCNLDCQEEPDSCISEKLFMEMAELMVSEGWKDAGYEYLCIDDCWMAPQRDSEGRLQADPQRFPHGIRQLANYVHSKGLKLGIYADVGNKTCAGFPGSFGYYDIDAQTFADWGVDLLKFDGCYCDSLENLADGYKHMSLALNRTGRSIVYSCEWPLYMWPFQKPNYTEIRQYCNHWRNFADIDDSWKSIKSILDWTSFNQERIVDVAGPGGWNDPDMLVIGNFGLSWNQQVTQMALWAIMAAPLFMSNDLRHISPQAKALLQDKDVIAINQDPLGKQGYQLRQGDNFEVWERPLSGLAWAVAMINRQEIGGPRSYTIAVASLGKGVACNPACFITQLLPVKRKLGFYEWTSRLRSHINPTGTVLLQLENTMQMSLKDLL
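qHTS titration in buffer at pH 5.0. Alpha-galactosidase activity in spleen homogenate was measured via 4-methylumbelliferone release from 1 mM fluorogenic substrate after 40 min at 37C and a pH 10 stop. AC50 came from Hill fits of control-normalized data.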
ALDH1A1 inh = blocks purified human ALDH1A1 activity | P00352 | Purified ALDH1A1, NADH fluorescence, propionaldehyde substrate | Potency, µM (titrated, usually from 75.3 µM), for the others: at the highest dose activity, negative = inhibition, most hits filed as inhibitors | hit rate 7.3% among 220,000 | AID 1030; active = well fitted inhibition curve with a large enough effect, not every such curve was filed as active; inconclusive = small, poorly fitted or top-dose-only effect, or another doubt; inactive = no such curve, though single readings can be large or run the other way;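 also: plate controls were no enzyme wells and a reference inhibitor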
Target sequence (P00352 whole entry, looked up): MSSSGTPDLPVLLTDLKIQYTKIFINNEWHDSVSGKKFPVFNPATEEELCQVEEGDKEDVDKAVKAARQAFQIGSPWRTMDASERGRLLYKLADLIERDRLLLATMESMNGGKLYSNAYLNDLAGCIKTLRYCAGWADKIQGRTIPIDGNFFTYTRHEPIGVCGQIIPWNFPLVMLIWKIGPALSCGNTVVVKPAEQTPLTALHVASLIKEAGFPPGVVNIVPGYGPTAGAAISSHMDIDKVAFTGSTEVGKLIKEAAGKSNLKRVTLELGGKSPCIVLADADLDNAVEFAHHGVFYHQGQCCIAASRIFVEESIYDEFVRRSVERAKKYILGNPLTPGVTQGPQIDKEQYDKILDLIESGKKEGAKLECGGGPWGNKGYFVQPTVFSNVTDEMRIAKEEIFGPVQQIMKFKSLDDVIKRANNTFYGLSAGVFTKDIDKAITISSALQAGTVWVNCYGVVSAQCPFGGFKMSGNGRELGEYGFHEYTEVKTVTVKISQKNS
L3MBTL1 inh = L3MBTL1 (human) inhibition. hit rate 0.66% among 230,000. Q9Y468. AID 485360. AlphaScreen L3MBTL1–H3K9me1 peptide binding. Potency, µM (titrated, usually from 57.1 µM), without a hit: at the top dose activity, negative = inhibition, hits mostly inhibitors; also: nearly all actives have a fitted effect of over 60% in size
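L3MBTL1 50 nM + b-AHA-H3(1-15)K9me1 75 nM, 30 min RT; compound added, 30 min RT; streptavidin donor/Ni-chelate acceptor beads 10 ug/mL each final, 30 min RT dark; AlphaScreen read.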
Tau fibril FP = tau fibrillization inhibition (FP); Potency, µM (series often up to 57.7 µM), without a hit: at the top dose activity, negative = inhibition, actives largely listed as inhibitors; K18 P301L tau heparin fibrillization, Alexa594 FP, 6 h; hit rate 0.39% among 280,000; P10636; also: nearly all actives have a fitted effect of over 55% in size
Target sequence (P10636 561-689 P618L limits assumed): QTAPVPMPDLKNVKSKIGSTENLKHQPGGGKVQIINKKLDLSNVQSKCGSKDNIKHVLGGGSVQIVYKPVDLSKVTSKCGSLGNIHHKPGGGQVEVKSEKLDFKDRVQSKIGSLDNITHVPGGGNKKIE
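Human tau K18 […] P301L fragment, 15 uM unlabeled plus 0.24 uM Alexa 594-labeled tau (final), with compound and 20 uM heparin in 100 mM sodium acetate pH 7; 6 hr at 37 C, then Alexa 594 FP read.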
TRb SRC2 PPI = inhibitors of human thyroid hormone receptor beta-SRC2 interaction; P10828; TRbeta-SRC2 peptide binding, fluorescence polarization; receptor liganded with 1 µM T3; Potency, µM (doses to about 106 µM), for the others: top-dose activity change, negative = inhibition, hits mostly inhibitors; hit rate 0.065% among 280,000; AID 1469;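 also: plate controls were bound peptide for no effect and peptide without receptor for full effect; nearly all actives have a fitted effect of over 50% in size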
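A fluorescence polarization screen tested compounds at multiple concentrations against complex formation between 0.6 uM TRb ligand-binding domain and 20 nM Texas Red SRC2 peptide, with 1 uM T3 present; readout after 5 hr.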
Tau fibril ThT = inhibitors of human tau fibril formation, thioflavin T binding; recombinant tau K18 P301L, heparin-induced fibrillization, ThT fluorescence; Potency, µM (highest dose often 57.4 µM), without a hit: at the top dose activity, negative = inhibition, hits mostly inhibitors; hit rate 2.1% among 270,000; also: nearly all actives have a fitted effect of over 55% in size
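In this qHTS, human K18 P301L tau is incubated with compound and heparin for 6 hr at 37 C, and Thioflavin T fluorescence then reports fibril load.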
Tau fluor counter = counter-screen for tau fibril formation inhibitors | tau K18 P301L Alexa594 fluorescence, heparin fibrillization | Potency, µM (series often up to 57.7 µM), for the others: at the highest dose activity change, negative = decrease | hit rate 0.93% among 280,000 | AID 1463; also: nearly all actives have a fitted effect of over 55% in size
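Human tau K18 P301L (15 uM unlabeled, 0.24 uM Alexa 594-labeled) in 100 mM sodium acetate pH 7 with 20 uM heparin, 6 hr at 37 C. ThT 30 uM added, 1 hr ambient; Alexa 594 FP and total fluorescence read at 555/632 nm.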
TexasRed fluor = Texas Red fluorescence interference in TRb-SRC2 counter-screen; TRb/SRC2 Texas Red total fluorescence interference; Potency, µM (top dose mostly 106 µM), for the others: at the top dose fluorescence change, negative = quenching; hit rate 0.29% among 280,000; active = well fitted curve in either direction with a large enough effect; inconclusive = small, poorly fitted or top-dose-only effect
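Human TRβ ligand-binding domain (0.6 uM) and Texas Red SRC2 peptide (20 nM) in Tris buffer with 1 uM T3 and 5% DMSO were incubated with pinned compound for 5 hr at ambient temperature. Total fluorescence was computed as S + 2P (555/632 nm).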
Numbers without * were called inactive; ? = inconclusive; nt = no result given; [ ] = remark or other dose. Unless noted, calls follow the shape of the dose curve; as a rule, active = well fitted curve in the direction sought with a large enough effect; inconclusive = small, poorly fitted or top-dose-only effect, or another doubt; inactive = no such curve, though single readings can be large; an effect the other way counts as inactive or inconclusive. Unless noted, % is scaled to controls: 0 for no effect and ±100 for the full control effect; potency is read from the fitted curve at half-maximal effect.

SMILES	GLA spleen mod	ALDH1A1 inh	L3MBTL1 inh	Tau fibril FP	TRb SRC2 PPI	Tau fibril ThT	Tau fluor counter	TexasRed fluor
CCOC(=O)CNC(=O)C1Cc2ccccc2CN1S(=O)(=O)c1cccs1 (stereo not given)	10.1%	1.8%	0.7%	-3.7%	-2.8%	-0.7%	6.7%	-1.0%
COCCOC(=O)C1=C(C)N=C2SCCC(=O)N2C1/C=C/c1ccccc1 (stereo not given)	-4.5%	?	-7.9%	-0.8%	-10.6%	-4.1%	-4.4%	-0.8%
CCC(C)n1c(=N)c(C(=O)NCc2ccccc2)cc2c(=O)n3cc(C)ccc3nc21 (stereo not given)	nt	nt	nt	-0.5%	-3.4%	2.2%	-1.7%	-1.2%
Cc1csc2nc(COC(=O)c3ccc(NC(=O)C(C)Oc4ccccc4)cc3)cc(=O)n12 (stereo not given)	nt	nt	nt	-1.9%	-0.1%	-2.5%	-28.5%	0.4%
C/C(=N\NC(=O)c1cc(-c2ccncc2)nc2ccccc12)c1ccc(OC(F)F)cc1	-16.3%	-6.9%	-4.5%	-5.0%	-1.8%	0.5%	-7.6%	-1.9%
CCC(C)NS(=O)(=O)c1ccc(OCC(=O)N2CCCCC2)cc1 (stereo not given)	2.3%	-5.2%	nt	7.4%	2.9%	4.7%	2.2%	-7.1%
COc1ccc(-n2c(=O)c3c(c4cc(OC)ccc4n3C)n(CC(=O)NCC3CCCO3)c2=O)cc1 (stereo not given)	nt	nt	nt	-4.6%	-7.7%	8.3%	0.2%	-0.8%
Cc1cccc(OCC(=O)N2CCC(c3ccccc3)C2)c1 (stereo not given)	-7.7%	-4.2%	7.6%[11.4 µM]	10.0%	1.0%	?	-2.2%	-0.5%
N=c1c2c(-c3ccccc3)c(-c3ccccc3)n(Cc3ccco3)c2ncn1CCO	-2.0%	5.0%	20.2%	-2.1%	-15.2%	2.4%	2.6%	-1.4%
CN(C)CCCN(C(=O)c1cc2ccccc2oc1=O)c1nc2c(F)cccc2s1	1.1%	-7.6%	-0.5%	1.7%	-1.6%	-8.7%	-7.9%	-0.9%
CCc1c(O)cc2n(c1=O)-c1ccccc1C2(C)C	-1.2%	2.8%	-0.1%	-8.3%	-4.6%	0.0%	-2.6%	-6.5%
COCCCNC(=O)CCC(=O)Nc1ccc2nc(N3CCOCC3)cc(C)c2c1	?	?	3.8%	-5.2%	1.1%	-9.5%	-6.8%	-6.4%
CCOC(=O)N1CCN(C(=O)C2CCC(=O)N2C(C)C)CC1 (stereo not given)	6.7%	13.3%	0.1%	-0.2%	6.4%	-6.0%	0.9%	-0.6%
Nc1ccc(NC(=O)c2ccccc2)c2c1C(=O)c1ccccc1C2=O	6.0%	7.1%	-3.2%	2.9%	-0.3%	-16.2%	-11.3%	3.3%
CCCCN(CC)C(=O)C1CCCN(c2ncnc3c2nc2n3CCCCC2)C1 (stereo not given)	nt	nt	nt	1.5%	3.6%	-1.6%	-2.7%	-9.8%
COc1cc(C)nc(N(Cc2ccccc2)S(=O)(=O)c2ccc(C)cc2)n1	5.7%	nt	nt	-3.3%	2.5%	-5.8%	-22.8%	-1.7%
Cc1cccc(OCCSc2nc3c([nH]2)c(=N)ncn3Cc2ccccc2)c1	2.0%	2.4%	-2.7%	-1.5%	-0.6%	-0.1%	-22.9%	0.1%
CC1(C)CC2CC(C)(CN2C(=O)CN2C(=O)c3ccccc3C2=O)C1 (stereo not given)	-14.1%	2.9%	nt	1.6%	2.3%	-5.6%	4.7%	-3.1%
COC(=O)c1ccccc1NC(=O)c1ccc2c(c1)OCCO2	-6.1%	?	nt	-14.2%	0.6%	?	-29.6%	-6.0%
O=C(Nc1cccc(Cl)c1)N1CCN(C2c3ccccc3-c3ccccc32)CC1	4.9%	nt	?	?	-1.2%	2.0%	-22.0%	0.9%
c1ccc(NCCCNc2ccccc2)cc1	-1.8%	20µM*	-6.1%[11.4 µM]	?	-6.5%	?	-18.1%	1.3%
CCN(CC)c1ncnc2sc3c(c12)CCC3	-4.8%	2.0%	10.4%	-1.8%	-4.9%	-15.6%	-13.9%	-1.1%
CCN1C(=C(C#N)C#N)C=Cc2ccccc21	5.5%	?	-6.3%	?	-4.0%	-1.9%	-2.5%	-1.9%
COc1cccc(/C(N)=N/OC(=O)Cc2ccccc2[N+](=O)[O-])c1	2.7%	-2.5%	-13.3%	-6.0%	-4.7%	-15.4%	?	-0.9%
COc1ccc(CCNC(=O)c2ccc(Cn3c(=O)c4ccccc4n(Cc4cc(C)ccc4C)c3=O)cc2)cc1OC	nt	nt	nt	-14.7%	14.4%	-0.7%	-6.9%	9.1%
C(=N\N=C\c1cccs1)/c1cccs1	2.2%	5.5%	-5.5%	-0.1%	1.7%	-16.2%	-8.3%	0.7%
CCCCC(CC)C1OCC(CN2CCCC2)O1 (stereo not given)	-5.8%	6.0%	9.0%	4.9%	4.8%	-5.5%	2.5%	1.4%
CN1CCN(c2ccc(NC(=O)c3ccc(Cl)cc3)cn2)CC1	6.1%	-2.9%	-18.2%	2.6%	-2.0%	-4.9%	-3.0%	-4.9%
O=C1C2C3C=CC(C4CC34)C2C(=O)N1/N=C/c1ccc(-c2ccc(F)cc2[N+](=O)[O-])o1 (stereo not given)	-7.1%	?	nt	?	1.1%	?	?	-1.8%
O=C(CN1C(=O)/C(=C/c2cccc(Br)c2)SC1=S)N1CCCC1	0.6%	6.5%	-1.2%	9.1%	-0.1%	-13.7%	-8.6%	-1.8%
COc1cccc(CNC(=O)c2cc(-c3cccs3)nc3ccccc23)c1	nt	nt	nt	?	0.8%	3.5%	-18.3%	0.3%
COc1ccc(-c2nc3scc(-c4ccccc4)n3n2)cc1	13.3%	-3.2%	nt	-10.6%	-0.2%	-6.0%	-13.4%	0.2%
Cc1cc(=O)oc2cc(OCC(=O)Nc3ccc(O)c(C(=O)O)c3)ccc12	nt	nt	nt	-15.5%	-4.2%	?	-14.3%	-0.3%
Cc1ccnc(NC(=O)c2cccc([N+](=O)[O-])c2C)c1	-1.9%	5.1%	-3.8%	4.9%	1.9%	-1.7%	-0.9%	-1.6%
Cc1cccc(C)c1NC(=O)CN1N=NC2C(=O)N(c3cccc(Cl)c3)C(=O)C21 (stereo not given)	0.8%	-1.2%	11.1%	3.8%	-7.1%	?	-11.8%	1.3%
O=C(N1CCCC1)C12CC3CCC(CC(C3)C1)C2	-2.9%	-3.8%	3.4%	0.7%	-1.4%	-7.1%	-8.3%	0.7%
Cc1cccc(CC(C)NC(=O)CCc2nnc(-c3ccccc3)o2)n1 (stereo not given)	0.0%	7.0%	11.5%	-7.4%	-0.2%	-4.6%	-2.0%	-0.5%
Cc1ccc(S(=O)(=O)Nc2cccc(Cl)c2)cc1NC(=O)c1cccnc1	0.6%	13.8%	4.1%	9.0%	-4.5%	10.2%	-1.8%	-0.2%
COc1ccccc1NC(=O)C12CCC(C)(C(=O)C1)C2(C)C (stereo not given)	8.1%	0.0%	2.4%	11.9%	0.1%	-15.1%	13.9%	1.6%
CCOc1ccc(CNC(=O)C2CCN(C3=NS(=O)(=O)C(c4ccc(C)cc4)=C3CC)CC2)cc1	nt	nt	nt	?	4.8%	-14.9%	-9.7%	?

The list goes on, overlapping the part above by 5 compounds.
SMILES	GLA spleen mod	ALDH1A1 inh	L3MBTL1 inh	Tau fibril FP	TRb SRC2 PPI	Tau fibril ThT	Tau fluor counter	TexasRed fluor
O=C(N1CCCC1)C12CC3CCC(CC(C3)C1)C2	-2.9%	-3.8%	3.4%	0.7%	-1.4%	-7.1%	-8.3%	0.7%
Cc1cccc(CC(C)NC(=O)CCc2nnc(-c3ccccc3)o2)n1 (stereo not given)	0.0%	7.0%	11.5%	-7.4%	-0.2%	-4.6%	-2.0%	-0.5%
Cc1ccc(S(=O)(=O)Nc2cccc(Cl)c2)cc1NC(=O)c1cccnc1	0.6%	13.8%	4.1%	9.0%	-4.5%	10.2%	-1.8%	-0.2%
COc1ccccc1NC(=O)C12CCC(C)(C(=O)C1)C2(C)C (stereo not given)	8.1%	0.0%	2.4%	11.9%	0.1%	-15.1%	13.9%	1.6%
CCOc1ccc(CNC(=O)C2CCN(C3=NS(=O)(=O)C(c4ccc(C)cc4)=C3CC)CC2)cc1	nt	nt	nt	?	4.8%	-14.9%	-9.7%	?
CN1CCN(c2ccc([N+](=O)[O-])c(Sc3nc4ccccc4[nH]3)c2)CC1	-10.1%	?	-4.1%	1.2%	2.1%	?	-19.9%	-3.5%
COc1cccc(Cn2c(=O)n(-c3ccc(C)c(F)c3)c(=O)c3sc4ccccc4c32)c1	nt	nt	nt	?	-3.6%	1.9%	-6.3%	1.5%
CC(C)c1ccc(NC(=O)Cc2cn(C)c3ccccc23)cc1	2.8%	?	nt	-11.0%	-3.1%	-18.3%	?	-6.8%
CCCCCCCCCCCCCCCCCCO	-4.6%	11.0%	nt	-6.8%	6.2%	-9.5%	-4.4%	-1.3%
Cc1ccc(S(=O)(=O)N2CCC(=O)N(C(COCc3ccccc3)C(C)C)CC2)cc1 (stereo not given)	-7.8%	?	-0.5%	1.7%	0.6%	-5.2%	-8.9%	-5.8%
COC1(C)CCC2OC2(C)CCC2C1CC2(C)C (stereo not given)	3.0%	?	nt	-5.6%	-4.6%	3.8%	0.0%	-4.5%
C=CCc1ccccc1OCCNCc1ccccc1	2.7%	-15.1%	nt	11.9%	-2.3%	-6.9%	-2.1%	-3.5%
COc1ccc(-c2nn(C)c3sc(C(=O)N4CCN(c5ccccc5F)CC4)cc23)cc1OC	nt	nt	nt	5.7%	-10.5%	?	-25.8%	-0.5%
Cc1nnc(SCC(=O)N2CCCC2)n(N)c1=O	7.3%	2.1%	4.5%	-11.6%	-1.4%	-7.3%	-11.8%	1.5%
Cc1[nH]n2c(=O)c3c(nc2c1-c1ccc(F)cc1)CCCC3	-0.8%	-12.4%	4.4%	3.5%	7.2%	0.3%	2.0%	-5.7%
CCOC(=O)c1cc(-c2cccnc2)nn1-c1ccccc1C	5.2%	-0.8%	3.1%	6.8%	0.1%	2.4%	5.3%	-0.9%

Source: PubChem (National Center for Advancing Translational Sciences (NCATS))
